# Screens (PubChem)
# S100A4 inh HTS: inhibitors of human S100A4 binding to myosin IIA peptide. P26447. S100A4/TAMRA-MyoIIA peptide fluorescence polarization. inhibition, % at 10.7 µM. 0.14% of 360,000 active;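 active means mean inhibition of at least 70% across replicates, with every replicate also reaching that level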
#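 Material: human S100A4 monomer with TAMRA-labelled myosin IIA peptide; buffer or medium: HEPES pH 7.2 with CaCl2, KCl, NaCl, DTT, Triton; compound dosing: one concentration per compound; schedule: 5 min incubation before reading; benchmarks: neutral control DMSO, positive control TFP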
# esBAF inh: SWI/SNF esBAF complex inhibition; mouse ES cells, Bmi1-luciferase knock-in reporter, 24 h; 100% = twice the neutral-well signal; reporter increase, % at 12.5 µM; 2% of 350,000 active; AID 602393; in the data active means activation above about 40%;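 further: 0% = median of the plate's neutral control wells and 100% = double that signal; a rise in the Bmi1 reporter signal indicates esBAF inhibition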
# FN deposit inh: fibronectin deposition inhibition. inhibition, % at 12.6 µM. 0.086% of 350,000 active. AID 743247. AH1F fibroblasts, Alexa488-fibronectin deposition fluorescence, overnight;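 active means mean inhibition across replicates of 30% or more, regardless of how many single replicates reach that level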;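 further: positive control wells lacked labelled fibronectin entirely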
#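 Assay system: AH1F fibroblasts assembling fluorescent fibronectin matrix; Amount: 10000 AH1F cells per well; Buffer or medium: DMEM, 2% serum; Probe or stimulus: Alexa488-fibronectin, 24 nM final in well; Doses: single compound dose, delivered by pin transfer; Incubation: 1 h adhesion, overnight exposure; Measured by: fluorescence 485/525 nm; Read-out: fibronectin deposition inhibition.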
# RAD54 inh: RAD54 (human) branch migration inhibition | Q92698 | RAD54 Holliday junction branch migration, FAM/BHQ fluorescence | inhibition, % at 10.4 µM | 0.14% of 360,000 active;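 active means mean normalized replicate activity at least 40 and at least half of replicates scoring 40 or more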;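 further: 0% = median of neutral control wells and 100% = median of positive control wells; inhibitors cause a drop in the FAM fluorescence signal; in these data hits start at about 50%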
# E-selectin induc: E-selectin induction on HUVECs; activation, % at 7.58 µM; 0.37% of 260,000 active; HUVEC E-selectin immunofluorescence imaging; normalized: neutral wells 0, TNF-alpha wells 100; P16581;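 active means mean E-selectin-positive cell signal at least 10% of the positive control, reached in at least 60% of replicates, without over 20% cell loss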;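 further: in these data hits start at about 27%; measured in HUVEC primary endothelial cells; signal is the percent of cells scored E-selectin positive by PE staining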
# Target sequence (P16581 whole entry, looked up): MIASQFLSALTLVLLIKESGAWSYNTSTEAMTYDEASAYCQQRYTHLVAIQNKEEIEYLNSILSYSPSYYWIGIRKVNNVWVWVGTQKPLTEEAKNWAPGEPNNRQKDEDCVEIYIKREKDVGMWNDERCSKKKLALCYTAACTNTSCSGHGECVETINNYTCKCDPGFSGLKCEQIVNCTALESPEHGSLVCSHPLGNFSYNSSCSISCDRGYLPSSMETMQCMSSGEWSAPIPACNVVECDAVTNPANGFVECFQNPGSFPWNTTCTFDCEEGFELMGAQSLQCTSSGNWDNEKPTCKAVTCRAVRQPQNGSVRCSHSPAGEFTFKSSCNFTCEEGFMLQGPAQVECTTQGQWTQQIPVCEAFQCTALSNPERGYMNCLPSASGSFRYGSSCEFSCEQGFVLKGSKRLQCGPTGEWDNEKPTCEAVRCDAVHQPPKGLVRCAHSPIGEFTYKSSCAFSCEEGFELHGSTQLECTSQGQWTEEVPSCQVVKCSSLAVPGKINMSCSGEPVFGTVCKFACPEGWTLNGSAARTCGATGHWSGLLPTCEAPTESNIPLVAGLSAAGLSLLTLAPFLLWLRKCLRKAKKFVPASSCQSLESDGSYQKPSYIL
#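 System: HUVEC, human umbilical vein endothelial cells; quantity: 3,000 cells/well; buffer or medium: EGM-2 medium, gelatin-coated wells; dosing: single-point compound dose; detection: immunofluorescence imaging; evaluation: % PE-positive cells; benchmarks: TNF-alpha, DMSO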
# EWS-Fli block: EWS/Fli transcriptional activity inhibition | A673 NR0B1-luciferase reporter, viability-normalised | inhibition, % at 12.6 µM | 0.67% of 350,000 active | AID 651661;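 active means mean inhibition of at least 50% after viability correction, with every replicate also passing that limit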;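 further: firefly luciferase signal divided by Alamar Blue viability fluorescence both relative to DMSO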
# RAD52 inh: blocks human RAD52 DNA annealing | recombinant RAD52 DNA annealing, FRET fluorescence | inhibition, % at 18.7 µM | 0.46% of 360,000 active | AID 651710;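 active means every replicate showing at least 50% inhibition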
# Target sequence (P43351 whole entry, looked up): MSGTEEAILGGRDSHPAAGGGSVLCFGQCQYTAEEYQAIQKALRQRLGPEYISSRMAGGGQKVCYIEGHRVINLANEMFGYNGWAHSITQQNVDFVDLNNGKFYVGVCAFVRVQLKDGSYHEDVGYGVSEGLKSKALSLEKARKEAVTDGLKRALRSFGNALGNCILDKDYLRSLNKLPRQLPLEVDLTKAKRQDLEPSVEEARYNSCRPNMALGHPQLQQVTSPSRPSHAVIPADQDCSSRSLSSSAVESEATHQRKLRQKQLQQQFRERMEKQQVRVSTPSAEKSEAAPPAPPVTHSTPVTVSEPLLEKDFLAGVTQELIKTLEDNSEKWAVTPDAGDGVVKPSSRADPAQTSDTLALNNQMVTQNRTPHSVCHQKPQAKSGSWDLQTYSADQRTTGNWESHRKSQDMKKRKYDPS
# Xi reactivation: activators of X-chromosome reactivation in mouse fibroblasts; 0.055% of 360,000 active; XiGFP mouse fibroblasts, % GFP-positive cells imaging, 3 d; cells co-treated with 5-aza-dC sensitizer; scaled so ellipticine positive control = 100%; activation, % at 7.58 µM;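 active means mean normalized replicate activation at least 10% and every replicate at or above 10%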;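 further: 0% = median of on-plate neutral control wells and 100% = ellipticine 6 µM median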
#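 Schedule: 3 d treatment, 15 min room-temperature fixation; system: 68-5-11 XiGFP fibroblast line; buffer or medium: DMEM plus 5-aza-dC sensitizer; control set: ellipticine 6 µM positive control; compound: one concentration, pinned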
# * marks the source's active call; other numbers are inactive results; nt = not tested or not shown; & = joins results of further samples; ! = repeats disagree.
Compound,EWS-Fli block,esBAF inh,E-selectin induc,FN deposit inh,RAD52 inh,S100A4 inh HTS,Xi reactivation,RAD54 inh
CCOc1cccc(C(=O)N/N=C/c2coc3ccccc3c2=O)c1,7.7,-3.5,0.0,-3.9,-17.3,14.2,-0.1,4.5
CC1(C(=O)NS(=O)(=O)c2ccccc2)CCN1C(=O)C1CCCCC1 (stereo not given),2.1,0.5,0.0,-15.5,-4.1,0.6,0.1,0.4
Cc1cccc(NC(=O)c2cc(NC(=O)c3ccco3)ccc2N2CCCCC2)c1,13.0,0.6,nt,nt,-14.1,-2.1,nt,-13.7
Cc1cc(C)n2nc(C(=O)N3CCCC(Nc4ccc(F)c(F)c4)C3)cc2n1 (stereo not given),3.2,nt,-0.3,11.0,-6.6,15.5,-0.1,-12.8
COc1ccc(CN(C)C[C@H]2OCCCC[C@H](C)Oc3ccc(NC(=O)c4ccncc4)cc3C(=O)N([C@H](C)CO)C[C@@H]2C)cc1,1.9,-9.5,0.4,-0.6,-1.7,-5.9,-0.1,6.4
Cc1ccc(S(=O)(=O)N(C)C[C@@H]2Oc3ccc(NC(=O)Nc4ccc(F)cc4)cc3CC(=O)N([C@@H](C)CO)C[C@@H]2C)cc1,-2.3,0.2,0.4,nt,nt,nt,0.1,nt
Cc1ccsc1/C=N/NC(=S)NCc1ccccc1,0.8,5.8,0.9,-27.0,-6.3,-1.5,0.0,-2.7
C[C@H](CO)N1C[C@H](C)[C@H](CN(C)Cc2ccc3c(c2)OCO3)Oc2c(NC(=O)Nc3ccccc3)cccc2C1=O,7.7,5.5,-4.2,nt,4.7,3.2,-1.4,-4.3
COc1cc(NC(=O)NCC2CCN(Cc3ccccc3F)CC2)cc(OC)c1,-14.4,5.4,nt,0.3,-35.0,-5.3,0.0,13.8
CCN(CC)S(=O)(=O)c1cc(NC(=O)COC(=O)c2c(C)noc2C)ccc1C,8.2,3.7,-0.2,-3.4,1.1,2.3,0.0,nt
COc1ccc(C(=O)COC(=O)CCCC(=O)NC2CCCCC2)cc1,6.0,nt,-0.2,3.5,-11.2,-5.6,0.0,-11.5
COc1ccc(C(=O)NCCn2nc(C)cc2C)cc1OC1CCN(C(C)=O)CC1,4.2,nt,nt,4.0,-3.2,-11.8,0.0,-2.0
O=[N+]([O-])c1ccc2nonc2c1Nc1ccccc1,-14.5,-3.6,nt,-3.1,-12.4,1.1,0.1,-5.6
CCOc1ccccc1/C=N\Nc1cnn(Cc2ccccc2)c(=O)c1Cl,-6.8,nt,nt,nt,-12.8,-2.9,0.2,nt
COCCN(C(=O)CSc1cc(C)c2ccccc2n1)c1c(N)n(CC(C)C)c(=O)[nH]c1=O,4.6,-1.9,nt,2.6,-22.9,2.0,-0.1,3.1
COc1ccc(C(C)NC(=S)NC2CCCCC2)cc1OC (stereo not given),8.0,nt,nt,4.9,-8.0,5.4,0.2,-2.6
COc1cc(/C=N/NC(=O)NC2CCCCC2)ccc1O,0.6,nt,0.0,1.3,-7.5,-1.7,0.1,1.9
Cc1cc(OCCCn2ccnc2)cc(C(C)C)c1,-3.4,-5.5,0.1,-2.0,-15.8,-2.5,0.0,1.4
COc1ccc(S(=O)(=O)N(C)C)cc1NC(=O)COc1ccc2c(c1)CCC2,1.8,0.9,3.0,-6.3,-5.4,0.1,0.2,-6.0
CCOC(=O)c1cc2c(ccn2C)n1CC(=O)N(CC)CC,-1.6,4.0,nt,5.5,-15.7,-1.6,0.0,2.8
O=C(NCC[C@H]1CC[C@@H](NS(=O)(=O)c2cccc(F)c2)[C@H](CO)O1)Nc1cc(F)ccc1F,-4.7,6.6,0.3,nt,16.3,5.2,0.8,-0.2
Cc1cccc(NC(=O)c2nc[nH]c2C(=O)NCC(=O)OC(C)(C)C)c1,-8.9,5.6,-0.1,4.5,-12.6,-4.7,0.3,-4.8
CCCN1C(=O)CC(c2ccc(OC)c(OC)c2)C1=O (stereo not given),3.3,-5.9,0.0,4.6,-15.8,-3.5,-0.2,0.2
CC(C)(C)C(=O)C[n+]1ccccc1,0.6,nt,nt,-6.4,-14.6,-12.5,0.1,3.3
COCCN(CCOC)S(=O)(=O)c1ccc(C(=O)NCCCN2CCOCC2)cc1,nt,-5.6,nt,nt,-7.7,-1.0,nt,-16.2
NC(=O)c1ccsc1NC(=O)COC(=O)c1ccccc1F,-6.9,0.8,0.3,6.1,-22.5,-20.7,-0.1,6.3
C[C@H](CO)N1C[C@H](C)[C@@H](CN(C)C(=O)Nc2ccc(F)cc2)Oc2c(NC(=O)C3CCCCC3)cccc2C1=O,0.5,-0.2,0.0,8.6,2.8,-15.6,-0.3,-1.8
Cc1cccc(C)c1NC(=O)CN(C)CC(=O)Nc1cc(Cl)ccc1C#N,nt,8.4,nt,2.2,-7.5,1.2,nt,-1.3
O=C(Nc1cccc(F)c1)N[C@H]1CC[C@H](CCNS(=O)(=O)c2cccc(Cl)c2)O[C@@H]1CO,22.4,7.1,0.5,nt,-11.8,-3.2,0.7,0.7
CN(C)c1ccc(/C=N\Nc2nc(-c3ccccc3)cc(=O)[nH]2)cc1,-15.8,nt,nt,-1.2,-10.5,-0.1,0.1,nt
CCN(c1ccccc1)S(=O)(=O)c1ccc(Cl)c(NC(=O)c2ccc(=O)[nH]n2)c1,1.4,-6.0,0.2,0.2,-47.3,-4.3,1.9,-6.1
COP(=O)(OC)c1nc(-c2cccc3ccccc23)oc1N1CCCCC1,5.5,-7.1,2.2,-3.6,-0.1,-7.2,0.3,-0.9
C[C@@H]1CN([C@H](C)CO)C(=O)Cc2cc(NC(=O)Nc3ccc(F)cc3)ccc2O[C@@H]1CN(C)C(=O)Nc1ccc2c(c1)OCO2,-7.4,-2.0,8.5,-9.4,9.5,-5.5,-1.3,-1.7
COc1cccc(NS(=O)(=O)c2ccc3c(c2)N(C(C)=O)CCS3)c1,-4.0,3.8,5.2,2.0,-13.5,3.3,0.0,3.2
COc1ccc(C(=O)N/N=C/c2ccc(N3CCOCC3)o2)cc1OC,-8.1,nt,-0.3,-1.8,-7.3,-8.4,0.0,nt
COc1ccc(-c2ccc([C@H]3[C@@H](C#N)N(C(=O)C4CC4)[C@H]3CO)cc2)cc1,-6.1,-1.6,-0.2,11.0,-40.4,-1.7,-0.2,-3.4
C[C@H](CO)N1C[C@H](C)[C@@H](CN(C)Cc2ccc(Cl)c(Cl)c2)Oc2c(NC(=O)Nc3ccc(C(F)(F)F)cc3)cccc2C1=O,-6.2,3.8,nt,nt,-8.0,7.9,-0.8,0.3
O=C(CSc1ccc(Cl)cc1)NC(=O)NC1CCCC1,0.2,0.3,nt,8.3,13.6,-2.4,0.2,7.6
COc1ccc(NC(=O)COC(=O)C2=COCCO2)cc1OC,4.7,nt,1.2,-0.3,-11.4,-0.7,0.1,nt
CCCCNC(=O)/C(C#N)=C/c1ccc(-c2ccc(S(=O)(=O)N3CCOCC3)cc2)o1,nt,nt,-0.3,-2.5,nt,nt,0.0,-23.8
Cc1cccc(C)c1OCc1nnc(NC(=O)CSc2ccc(Cl)cc2)s1,-6.9,2.2,nt,3.6,-10.6,-9.4,0.1,-2.7
c1coc(-c2ccnc(-c3ccncc3)n2)c1,-8.9,nt,nt,nt,-11.0,-3.8,0.2,nt
Cc1noc(C(=O)N2CCN(Cc3ccc4c(c3)OCO4)CC2)c1Cl,-3.8,-3.5,-1.4,-2.5,-7.2,6.8,0.2,6.8
COc1ccc(C(=O)NCC(=O)N2CCN(c3ccc(Cl)cc3)CC2)cc1,11.6,0.8,-0.1,-6.2,-2.2,0.0,-0.1,-18.8
COc1ccc(CCNC(=O)c2ccc(N(C)S(=O)(=O)c3ccc(C)cc3)cc2)cc1OC,-83.5,-7.1,nt,4.9,7.1,1.0,0.0,7.4
O=C(NCCCN1CCOCC1)c1cc(S(=O)(=O)N2CCN(c3ccccc3)CC2)ccc1Cl,3.5,-29.0,-2.6,3.3,-2.0,6.3,0.0,-8.0
Cc1nc(C)c(C(=O)OC(C)C(=O)Nc2ccc(F)cc2)s1 (stereo not given),3.7,3.4,nt,1.9,-7.0,-5.8,0.2,1.8
COc1ccc(OC)c(CN2CCN(C(=O)CNC(=O)c3cc(C)cc(C)c3)CC2)c1,4.6,6.8,0.3,-6.1,-18.6,-2.1,0.4,-7.2
COc1cc(OC)c(C(=O)NNC(=O)CN(C)S(=O)(=O)c2ccc(Cl)cc2)cc1OC,-1.9,9.3,-0.2,-2.5,-10.4,5.7,0.1,nt
CCCC#Cc1ccc([C@@H]2[C@H](CO)N3CCCCN(Cc4cccnc4)C[C@@H]23)cc1,-22.7,4.6,-0.3,nt,-16.7,-5.0,0.0,5.9
COc1ccc(NC(=O)C2Cc3c(-c4cccc(F)c4)ccnc3O2)cc1OC (stereo not given),19.2,1.5,0.3,6.7,-17.0,5.1,-0.1,0.4
CC1(S(=O)(=O)O)CC(=O)c2ccccc2C1=O (stereo not given),-4.4,1.9,0.1,-2.2,-7.6,-3.4,0.4,-1.9
O=C(Cc1ccccc1)N[C@H]1CC[C@@H](CC(=O)N2CCCCC2)O[C@H]1CO,4.4,1.0,-0.7,-25.6,2.8,12.1,0.3,-8.5
COc1cc(NC(=O)Cn2cnc(S(=O)(=O)N3CCCC3)c2)cc(OC)c1OC,-1.4,-5.2,nt,8.3,-2.7,4.7,0.0,-7.9
Cc1ccc(N(C(C)C(=O)N2CCN(Cc3ccccc3)CC2)S(C)(=O)=O)cc1 (stereo not given),1.7,-2.7,nt,-5.3,-16.3,-1.2,0.0,-6.2
CCOc1ccc(S(=O)(=O)NCCC(=O)N2CCN(c3ccccc3O)CC2)cc1,3.9,nt,2.2,-16.6,-3.0,-3.4,0.0,6.2
Cc1cccc(NC(=O)CSc2nnc(CNC(=O)c3ccc(S(=O)(=O)N(C)C)cc3)n2-c2ccc(F)cc2)c1,-10.6,nt,nt,-0.3,-15.6,-3.1,0.1,4.3
COc1cccc(-c2ccc(C3[C@@H]4CN(S(=O)(=O)c5ccccc5C)C[C@H]3N4)cc2)c1 (stereo not given in full),12.0&11.9,nt,0.4&-0.2,1.7&12.1,73.0*!,-2.7&16.0,0.0&0.1,nt
O=C(COC(=O)c1cccc(O)c1)Nc1ccc(S(=O)(=O)N2CCOCC2)cc1,-3.7,-7.9,nt,-4.4,-7.0,1.4,0.0,-3.3
CO[C@H]1CN(C)C(=O)c2cc(NC(=O)C3CCCC3)ccc2OC[C@@H](C)N(C(C)=O)C[C@H]1C,-3.5,-0.9,0.0,5.9,nt,nt,0.0,11.0
